Pf gamet viab – P. falciparum stage V gametocyte viability inhibition; P. falciparum stage V gametocytes, ATP luminescence, 24 h; inhibition, % at 10.9 µM; actives 0.065% (n = 150,000);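 active means inhibition above the mean plus 3 SD of compounds within the control limits, set per campaign, cut at about 38% in these data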;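 further: 0% = DMSO wells and 100% = medium only without gametocytes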
Cdc42 wt GTP – changes GTP binding to wildtype human Cdc42; GST-Cdc42 beads, Bodipy-GTP binding, flow cytometry; actives lie on both sides; percent activity (GTP binding), % at 10 µM; actives 0.2% (n = 190,000);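 active means percent activity GTP binding at least 20 points away from the 100% baseline, either down as inhibitor or up as activator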;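 further: median bead fluorescence of bound Bodipy-FL-GTP at 100 nM; 0% = excess unlabeled GTP control and 100% = no compound control; below 100% means less GTP binding so inhibitor and above means activator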
Target sequence (P60953 whole entry, looked up): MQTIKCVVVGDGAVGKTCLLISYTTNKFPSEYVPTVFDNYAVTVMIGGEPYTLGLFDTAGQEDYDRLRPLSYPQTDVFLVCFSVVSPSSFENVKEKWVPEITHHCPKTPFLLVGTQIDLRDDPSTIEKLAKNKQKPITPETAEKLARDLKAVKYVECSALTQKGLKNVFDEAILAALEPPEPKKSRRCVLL
Rac1 wt modul – human Rac1 wildtype GTP binding, inhibitors and activators | P63000 | GST-Rac1 beads, fluorescent GTP binding, flow cytometry; actives lie on both sides; 0 = cold GTP competed, 100 = untreated | GTP binding activity (% of control), % at 10 µM | actives 0.27% (n = 190,000) | AID 757;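 active means GTP binding activity at least 20 points away from the 100% control level, either lower or higher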
Mcl-1 Bim block – human Bim-Mcl-1 interaction inhibition | Q07820 | Bead-based flow cytometry, Bim peptide-Mcl-1 binding | inhibition, % at 10 µM | actives 0.1% (n = 190,000) | AID 1009; in the data active means inhibition above about 40%;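 further: 0% = no compound tracer wells and 100% = peptide blocker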
Target sequence (Q07820 whole entry, looked up): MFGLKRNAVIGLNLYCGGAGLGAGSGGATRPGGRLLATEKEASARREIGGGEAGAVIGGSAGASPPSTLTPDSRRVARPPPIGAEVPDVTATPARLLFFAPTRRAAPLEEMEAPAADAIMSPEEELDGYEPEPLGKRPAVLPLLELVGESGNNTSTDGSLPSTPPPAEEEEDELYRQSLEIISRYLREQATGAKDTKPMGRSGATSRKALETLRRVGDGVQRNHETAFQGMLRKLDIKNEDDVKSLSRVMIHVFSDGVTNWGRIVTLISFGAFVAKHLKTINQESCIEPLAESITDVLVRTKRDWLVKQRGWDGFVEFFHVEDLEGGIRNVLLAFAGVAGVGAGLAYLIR
HRas wt GTP – changes GTP binding to wildtype human HRas. P01112. GST-Ras wt beads, Bodipy-FL-GTP binding, flow cytometry; actives lie on both sides. GTP binding activity, % at 10 µM. actives 0.14% (n = 190,000). AID 759;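 active means GTP binding activity at least 20% away from the 100% baseline, either lowered as inhibitor or raised as activator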;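 further: 0% = unlabeled GTP competition control and 100% = no-compound control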
RGS8-Gao – human RGS8-Galphao interaction regulation | P09471 | multiplexed bead flow cytometry, RGS8-Galphao binding; actives lie on both sides | response (percent of control binding), % at 10 µM | actives 0.34% (n = 220,000) | AID 1423; in the data active means response below about 60% or above about 140%; inactive means in between;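 further: Galphao activated as the GDP aluminium fluoride complex binding bead-coupled RGS8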
Target sequence (P09471 whole entry, looked up): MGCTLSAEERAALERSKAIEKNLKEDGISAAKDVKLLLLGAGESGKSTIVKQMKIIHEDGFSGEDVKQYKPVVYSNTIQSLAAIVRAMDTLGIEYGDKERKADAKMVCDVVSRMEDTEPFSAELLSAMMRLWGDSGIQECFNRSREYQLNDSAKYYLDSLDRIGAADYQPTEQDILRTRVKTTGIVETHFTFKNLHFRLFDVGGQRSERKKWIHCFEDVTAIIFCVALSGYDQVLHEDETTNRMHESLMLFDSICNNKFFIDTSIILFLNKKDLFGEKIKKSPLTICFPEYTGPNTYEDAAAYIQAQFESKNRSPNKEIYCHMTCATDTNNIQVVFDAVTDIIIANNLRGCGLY
Mcl1 Noxa PPI – disrupts binding of human Mcl-1 to Noxa peptide; Q07820; actives 1.5% (n = 220,000); TR-FRET Mcl-1/Noxa peptide binding, 2 h; inhibition, % at 21.7 µM;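 active means compounds that cut the protein-peptide binding signal by more than 50% relative to plate controls in a single-dose test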;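 further: His-tagged Mcl-1 with rhodamine Noxa BH3 peptide and terbium anti-His antibody; 0% = Mcl-1 plus Noxa peptide wells and 100% = peptide-only wells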
Rab2A wt mod – changes GTP binding to wildtype dog Rab2A, up or down | actives 0.19% (n = 190,000) | GST-Rab2 wt beads, Bodipy-GTP binding, flow cytometry | P61105 | GTP binding activity, % at 10 µM | AID 760;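 active means GTP binding activity at least 20 points away from 100%, either lowered or raised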;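 further: 0% = beads with excess unlabeled GTP and 100% = no-compound control corrected for plate trend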
Mcl1 Bid PPI – Mcl-1/Bid interaction inhibition | Q07820 | TR-FRET Mcl-1/Bid-Dy647 peptide binding, 1536-well | inhibition, % at 21.7 µM | actives 0.97% (n = 220,000) | AID 1021;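 active means compounds that cut the binding signal by more than half at the single screening dose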;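 further: His-tagged Mcl-1 with europium anti-His antibody binding Bid BH3 peptide; 0% = Mcl-1 plus peptide wells and 100% = peptide-only wells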
Rab7 wt modul – modulators of GTP binding to dog Rab7 wildtype GTPase; AID 758; actives 0.055% (n = 190,000); GST-Rab7 beads, fluorescent GTP binding, flow cytometry; actives lie on both sides; untreated = 100%, excess cold GTP = 0%; GTP binding activity (percent of control), % at 10 µM;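 active means fluorescent GTP binding to Rab7 beads changed by at least 20 points from the 100% baseline, either direction, mostly lower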;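 further: median green fluorescence of bound Bodipy-FL-GTP per Rab7 bead population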
Rac1 act GTP bind – alters GTP binding to activated mutant human Rac1. GST-Rac1 activated beads, fluorescent GTP binding, flow cytometry; actives lie on both sides; 100% means binding = to untreated wells. AID 764. percent activity (GTP binding), % at 10 µM. P63000. actives 0.11% (n = 190,000);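 active means GTP binding at least 20 percentage points away from the 100% baseline, in either direction, so actives lie on both sides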
* marks the source's active call; other numbers are inactive results; x = not tested or not shown.

SMILES	Pf gamet viab	Cdc42 wt GTP	Rac1 wt modul	Mcl-1 Bim block	HRas wt GTP	RGS8-Gao	Mcl1 Noxa PPI	Rab2A wt mod	Mcl1 Bid PPI	Rab7 wt modul	Rac1 act GTP bind
O=[N+]([O-])c1cccc(/C=N/Nc2nnc(-c3ccccc3)c(-c3ccccc3)n2)c1	x	108	104	-5	101	99	-6	101	-13	99	100
O=C(NCC(=O)N(Cc1ccco1)C(C(=O)NC1CCCC1)c1cccnc1)c1cccs1 (stereo unspecified)	x	98	94	-4	98	111	10	97	-13	94	96
CCOc1cccc(C(=O)Nc2nc(-c3ccc(S(=O)(=O)N4CCOCC4)cc3)cs2)c1	6	102	105	1	102	102	-9	101	-23	99	101
CCCn1c(SCc2ccccc2)nc2c1c(=O)[nH]c(=O)n2C	-15	100	102	-4	100	98	1	101	-14	99	97
Cc1cccc(C)c1NC(=O)CCCSc1nnc(-c2ccc(F)cc2)n1-c1ccccc1	-9	92	97	-5	97	97	18	97	-21	101	97
CCOC(=O)C1=C(O)CSC1=Nc1ccccc1	x	102	106	0	106	100	8	103	-22	105	98
Cc1cc(C)cc(NC(=O)COC(=O)[C@@H](NC(=O)c2ccco2)C(C)C)c1	1	95	98	0	96	100	21	97	-4	97	95
COC(=O)c1c(C(=O)OC)c2cccc3cc(-c4ccccc4)c4ccc1c4n32	x	99	105	8	104	97	50	103	-37	106	99
Cc1c(C#N)c(=O)oc2ccc3ccccc3c12	x	100	100	1	100	99	19	100	-13	107	99
CCc1ccccc1NC(=O)c1ccc(NCCc2ccccc2)c([N+](=O)[O-])c1	x	102	101	-10	98	94	5	98	-29	95	100
O=C(N=C1c2ccccc2CN1c1ccc(F)c(F)c1)c1cccnc1	-7	98	93	-1	98	101	11	98	-19	102	92
Nn1c(Cc2ccccc2F)nnc1SCC(=O)N1CC(=O)Nc2ccccc21	x	100	100	0	99	100	-11	100	0	95	100
COc1ccc2c(c1)[N+](C)(C)C(C)(C)C=C2C	-27	98	99	2	98	99	26	97	-13	98	95
C=CCn1c(SCC(=O)N2CCOCC2)nc(O)cc1=O	x	99	99	0	99	101	2	97	-44	96	98
CN(CCc1ccccn1)C(=O)CCc1nnc(CCCc2ccccc2)o1	5	92	92	4	95	100	14	98	-29	100	93
Brc1ccc(-c2csc(N3CCC(c4ccccc4)C3)n2)cc1 (stereo unspecified)	0	101	109	-3	104	101	17	103	-6	106	99
O=C(NCc1ccc(Cl)cc1)C(=O)NCC(c1cccnc1)N1CCN(c2ccc(F)cc2)CC1 (stereo unspecified)	6	96	98	-2	96	101	12	97	-36	101	94
CCOCCCNC(=O)c1cc(Sc2ccc(F)cc2)nc2ccccc12	-3	95	101	4	100	105	9	100	-12	98	100
CCOc1ccccc1CNC(=O)c1cc2oc3ccccc3c2n1C	-4	100	100	-5	99	101	7	97	-23	95	99
O=C(COC(=O)c1cc[n+]([O-])cc1)Nc1ccc(Cl)cc1[N+](=O)[O-]	-5	99	103	-3	100	98	-4	100	-1	104	99
CCOC(=O)c1ccc(NC(=O)CSc2nccn2C)cc1	-9	103	101	0	100	98	-4	100	-33	100	98
COC(=O)CS(=O)(=O)c1nnc([C@H](Cc2ccccc2)NC(=O)OC(C)(C)C)o1	-16	101	103	-4	99	88	14	96	-17	95	98
CCOc1ccc(NC(=O)CC2C(=O)N(C)C(=S)N2Cc2ccc3c(c2)OCO3)cc1 (stereo unspecified)	x	92	95	1	94	x	-15	97	-5	96	94
OC(CN1CCOCC1)CN(c1ccccc1)c1ccccc1 (stereo unspecified)	x	103	103	0	100	106	23	99	-9	99	99
NC(=O)COC(=O)c1sc2ccccc2c1Cl	-1	97	98	0	95	98	13	97	-18	97	96
CCOC(=O)C1CCCN(C(=O)c2ccc3c(c2)N(Cc2ccccc2)C(=O)c2ccccc2S3=O)C1 (stereo unspecified)	x	98	97	1	97	97	8	97	5	94	96
O=C(CCc1ccccc1)n1nc(-c2ccco2)nc1SCc1ccccc1	x	93	95	-1	96	103	-5	96	-9	98	94
Cc1cc(/C=C2/SC(=O)N(CC(=O)N3CCCC3)C2=O)ccc1N1CCOCC1	11	100	100	-6	99	102	0	99	-33	105	100
COc1cccc(-c2csc(N3CCN(C(=S)Nc4ccccc4Cl)CC3)n2)c1	x	102	101	-1	104	105	13	102	-71	102	99
CN(C)CCCNC(=S)N1CCn2c(nc3ccccc32)C1	22	104	105	-5	100	98	17	101	-52	99	100

A draw from above in order of heavy-atom count, highest first:
SMILES	Pf gamet viab	Cdc42 wt GTP	Rac1 wt modul	Mcl-1 Bim block	HRas wt GTP	RGS8-Gao	Mcl1 Noxa PPI	Rab2A wt mod	Mcl1 Bid PPI	Rab7 wt modul	Rac1 act GTP bind
O=C(NCc1ccc(Cl)cc1)C(=O)NCC(c1cccnc1)N1CCN(c2ccc(F)cc2)CC1 (stereo unspecified)	6	96	98	-2	96	101	12	97	-36	101	94
O=[N+]([O-])c1cccc(/C=N/Nc2nnc(-c3ccccc3)c(-c3ccccc3)n2)c1	x	108	104	-5	101	99	-6	101	-13	99	100
CCc1ccccc1NC(=O)c1ccc(NCCc2ccccc2)c([N+](=O)[O-])c1	x	102	101	-10	98	94	5	98	-29	95	100
CCOCCCNC(=O)c1cc(Sc2ccc(F)cc2)nc2ccccc12	-3	95	101	4	100	105	9	100	-12	98	100
O=C(N=C1c2ccccc2CN1c1ccc(F)c(F)c1)c1cccnc1	-7	98	93	-1	98	101	11	98	-19	102	92
CN(C)CCCNC(=S)N1CCn2c(nc3ccccc32)C1	22	104	105	-5	100	98	17	101	-52	99	100
COc1ccc2c(c1)[N+](C)(C)C(C)(C)C=C2C	-27	98	99	2	98	99	26	97	-13	98	95

Later entries
SMILES	Pf gamet viab	Cdc42 wt GTP	Rac1 wt modul	Mcl-1 Bim block	HRas wt GTP	RGS8-Gao	Mcl1 Noxa PPI	Rab2A wt mod	Mcl1 Bid PPI	Rab7 wt modul	Rac1 act GTP bind
CCOc1ccc(S(=O)(=O)N2CCCCC2)c2ccccc12	x	103	102	0	103	103	33	103	-23	98	99
Cc1ccc(-c2csc3nc[nH]c(=S)c23)cc1C	19	104	104	-2	99	89	-43	97	-71	94	100
O=C1C(=O)c2c(C(=O)c3ccccc3)coc2-c2ccccc21	x	102	101	-2	101	95	11	97	-19	97	95
OC1CCCN(Cc2ccc3c(c2)Cc2ccccc2-3)C1 (stereo unspecified)	x	98	96	-2	98	102	14	97	7	95	94
CCCCCCCCC(=O)NNC(=O)c1c(O)c2ccccc2n(CCC)c1=O	-2	92	93	-3	92	100	-52	89	-22	94	90
Cc1noc(C)c1S(=O)(=O)Nc1ccc(C(=O)N2CCCCC2)cc1	x	102	105	4	101	101	-3	101	9	101	99
Cc1ccc(S(=O)(=O)NC(C(=O)Oc2ccc3c(C)c(Cl)c(=O)oc3c2)c2ccccc2)cc1 (stereo unspecified)	x	97	99	-1	95	99	-29	96	7	96	92
CCc1ccc(OCc2nnc(SCC(=O)NCc3ccco3)o2)cc1	x	100	104	0	102	102	8	101	-27	104	98
COCCNC(=O)CN1CCC(NC(=O)Nc2ccc(C(F)(F)F)cc2)CC1	5	96	95	-2	96	108	18	97	5	92	97
CC(C)NC(=O)C(Sc1ccccc1)c1ccccc1 (stereo unspecified)	x	102	103	2	102	101	10	101	-12	102	101
CC(=O)c1c(C)[nH]c(C(=O)OCC(=O)NCC(C)C)c1C	1	97	95	0	98	94	-2	99	0	97	96
COc1ccccc1NC(=O)c1cc(OC)c(OC)cc1[N+](=O)[O-]	1	96	99	0	95	103	15	97	-35	95	96
CC(=O)n1cc([C@H]2C=C(C(=O)Nc3ccccc3)O[C@@H](OCCCCO)C2)c2ccccc21	20	96	97	3	96	101	-22	97	-6	97	97
O=C(CN1C(=O)NC2(CCOc3ccccc32)C1=O)Nc1ccc2c(c1)OCCO2 (stereo unspecified)	x	99	98	-1	98	100	22	96	-40	96	96
Cc1cc(C=C2C(=O)c3ccccc3C2=O)c(C)n1-c1ccc(C(=O)O)cc1	0	86	85	-5	89	96	26	90	-41	98	85

5 of these compounds in another layout.
SMILES,Pf gamet viab,Cdc42 wt GTP,Rac1 wt modul,Mcl-1 Bim block,HRas wt GTP,RGS8-Gao,Mcl1 Noxa PPI,Rab2A wt mod,Mcl1 Bid PPI,Rab7 wt modul,Rac1 act GTP bind
COc1ccccc1NC(=O)c1cc(OC)c(OC)cc1[N+](=O)[O-],1,96,99,0,95,103,15,97,-35,95,96
Cc1noc(C)c1S(=O)(=O)Nc1ccc(C(=O)N2CCCCC2)cc1,x,102,105,4,101,101,-3,101,9,101,99
CC(=O)n1cc([C@H]2C=C(C(=O)Nc3ccccc3)O[C@@H](OCCCCO)C2)c2ccccc21,20,96,97,3,96,101,-22,97,-6,97,97
O=C1C(=O)c2c(C(=O)c3ccccc3)coc2-c2ccccc21,x,102,101,-2,101,95,11,97,-19,97,95
Cc1cc(C=C2C(=O)c3ccccc3C2=O)c(C)n1-c1ccc(C(=O)O)cc1,0,86,85,-5,89,96,26,90,-41,98,85

Remaining list, next part
SMILES	Pf gamet viab	Cdc42 wt GTP	Rac1 wt modul	Mcl-1 Bim block	HRas wt GTP	RGS8-Gao	Mcl1 Noxa PPI	Rab2A wt mod	Mcl1 Bid PPI	Rab7 wt modul	Rac1 act GTP bind
COc1cc(/C=N\NC(=O)Cn2nnc3ccccc32)cc(OC)c1OC	8	97	96	0	94	99	7	93	-20	96	96
Cc1nn(-c2ccccc2)c(C)c1NC(=O)c1ccc(S(=O)(=O)N2CCCC2)cc1	x	100	101	-2	101	101	0	98	-2	98	99
O=C1CC(NCc2ccccc2)C(=O)N1c1ccc(F)cc1 (stereo unspecified)	0	100	101	2	96	102	11	95	-31	91	98
COc1ccccc1CCNC(=O)Nc1cccc([N+](=O)[O-])c1	-17	94	95	-1	97	103	18	98	-25	106	94
C/C(=C\C#N)n1nc(C)cc1N	x	102	105	0	99	101	2	100	-3	100	100
CCOc1ccc(C2C(C#N)=C(N)SC(N)=C2C#N)cc1OCC	x	100	101	-13	102	98	14	101	-22	106	100
O=C(COC(=O)Cc1ccsc1)Nc1ccccc1	6	98	98	-3	95	109	1	97	-4	92	95
COC(=O)Cc1ccc(NC(=S)NCc2ccccc2OC)cc1	x	97	97	-1	95	94	6	95	-29	92	96
